USP1-UAF1 inh: blocks the human USP1/UAF1 deubiquitinase complex; O94782; recombinant USP1/UAF1, Ub-Rhodamine cleavage fluorescence; Potency, µM (series often up to 57.1 µM), without a hit: top-dose activity change, negative = inhibition, hits mostly inhibitors; actives 0.23% (n = 390,000); AID 743255; further: potency means the concentration at half of the fitted maximal effect; on the % scale 0 is the no-effect control and ±100 the full control effect; nearly all actives have a fitted effect of over 60% in size; inactives centre near -12
Target sequence (O94782 whole entry, looked up): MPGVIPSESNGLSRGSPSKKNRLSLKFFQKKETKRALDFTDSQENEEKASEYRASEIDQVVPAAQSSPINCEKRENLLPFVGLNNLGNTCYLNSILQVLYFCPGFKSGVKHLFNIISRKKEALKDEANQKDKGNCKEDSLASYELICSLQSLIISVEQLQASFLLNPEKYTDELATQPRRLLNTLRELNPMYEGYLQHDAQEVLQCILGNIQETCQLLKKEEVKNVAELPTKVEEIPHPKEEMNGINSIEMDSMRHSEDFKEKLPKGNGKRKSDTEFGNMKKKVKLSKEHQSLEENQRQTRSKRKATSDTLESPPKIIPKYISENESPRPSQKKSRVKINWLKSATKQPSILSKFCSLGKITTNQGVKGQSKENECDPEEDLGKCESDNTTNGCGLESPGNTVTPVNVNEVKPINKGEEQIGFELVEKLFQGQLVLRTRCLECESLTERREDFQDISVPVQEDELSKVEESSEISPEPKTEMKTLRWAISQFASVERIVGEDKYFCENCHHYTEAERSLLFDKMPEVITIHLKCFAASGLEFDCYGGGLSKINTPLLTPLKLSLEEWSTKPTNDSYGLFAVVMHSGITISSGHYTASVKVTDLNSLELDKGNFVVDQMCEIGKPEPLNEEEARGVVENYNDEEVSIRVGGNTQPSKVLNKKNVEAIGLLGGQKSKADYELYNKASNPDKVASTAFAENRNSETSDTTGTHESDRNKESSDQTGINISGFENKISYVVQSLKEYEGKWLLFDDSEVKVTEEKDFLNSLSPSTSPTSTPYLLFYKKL
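In this screen, compounds sit with the deubiquitinase complex (1nM) for 15 min at room temperature before Ub-Rho is added at 150nM final. Fluorescence rise is then followed for 6 reads every 60 seconds.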
RGS4 inhibitor: human RGS4 inhibition | P49798 | Transcreener GDP fluorescence polarization, RGS4-accelerated GTP hydrolysis | Potency, µM (titrated, usually from 114 µM), for inactives: at the top dose activity change, negative = inhibition, actives largely listed as inhibitors | actives 0.039% (n = 390,000) | AID 504845; further: potency means the concentration at half of the fitted maximal effect; on the % scale 0 is the no-effect control and ±100 the full control effect; nearly all actives have a fitted effect of over 75% in size; some results filed as inactive show a strong effect at the top dose
Target sequence (P49798 whole entry, looked up): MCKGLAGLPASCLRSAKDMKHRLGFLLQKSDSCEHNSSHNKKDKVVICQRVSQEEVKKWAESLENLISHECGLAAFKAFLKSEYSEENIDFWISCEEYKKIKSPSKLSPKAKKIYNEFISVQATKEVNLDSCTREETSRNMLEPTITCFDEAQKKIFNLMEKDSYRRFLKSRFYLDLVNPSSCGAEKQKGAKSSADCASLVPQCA
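MLSMR compounds (23 nl, pin-transferred) preincubated 10 min at room temperature with a 500nM (2x) first reagent, then RGS4 at 900nM (2x) plus Transcreener GDP mix added; fluorescence polarization (620/688 nm) read before and after 90 min at 30 °C.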
Vif-A3F inh: blocks the Vif interaction with APOBEC3F; HeLa A3F-eYFP + Vif (tagged APOBEC3F with the HIV-1 protein that degrades it), YFP fluorescence increase; Potency, µM (titrated, usually from 46.1 µM), without a hit: top-dose activity, negative = active; actives 0.2% (n = 390,000); further: potency means the concentration at half of the fitted maximal effect; % of control where 0% means no effect; nearly all actives have a fitted effect of over 65% in size
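Fluorescence increase (Ex 488/Em 500-530) after overnight compound treatment at 37 deg C flags inhibition of Vif-driven A3F-eYFP loss in stable HeLa A3F-eYFP/Vif cells seeded overnight beforehand.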
Vif-A3G inh: inhibitors of Vif-APOBEC3G interaction. Q9HC16. HeLa A3G-eYFP + Vif (tagged APOBEC3G with the HIV-1 protein that degrades it), YFP fluorescence, overnight. Potency, µM (top dose mostly 46.1 µM), for the others: top-dose activity, negative = active, most hits filed as inhibitors. actives 0.076% (n = 410,000);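 further: potency means the concentration at half of the fitted maximal effect; on the % scale 0 is the no-effect control and ±100 the full control effect; nearly all actives have a fitted effect of over 60% in size; hits raise eYFP signal because A3G escapes Vif-driven loss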
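Read-out is eYFP fluorescence (Ex 488/Em 500-530) from Vif-expressing HeLa A3G-eYFP cells; more signal means A3G escaped Vif-mediated degradation. Cells plated overnight, compound pinned in, incubated overnight at 37 deg C.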
LDHA block: LDHA (human) enzyme inhibition. activity change, % (values are at about 110 or 230 µM). P00338. purified LDHA, NADH/diaphorase-resazurin fluorescence; hits give low values. actives 0.15% (n = 480,000); in the data active means activity change below about -30%; inconclusive means mostly about -25% to -30%;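 further: plate controls were DMSO wells for no effect and wells without enzyme for full effect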
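Remaining NADH was detected by diaphorase (0.133 mg/mL) converting 37 µM resazurin to fluorescent resorufin, read at 0 and 20 minutes. The preceding 5-minute room-temperature reaction used 2 nM LDHA, 0.2 mM sodium pyruvate and 0.06 mM NADH at pH 7.4.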
TrxR1 substrate: rat thioredoxin reductase 1 substrate activity | actives 0.01% (n = 390,000) | Potency, µM (doses to about 114 µM), for the others: at the top dose activity change, negative = substrate turnover | O89049 | purified TrxR1 substrate turnover, NADPH consumption readout; further: potency means the concentration at half of the fitted maximal effect; on the % scale 0 is the no-effect control and ±100 the full control effect; nearly all actives have a fitted effect of over 50% in size
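Rat TrxR1, dispensed at 90 nM, was prereduced with 400 uM NADPH (final) for 5 min at ~22 deg C, then incubated with compound 15 min before 400 uM selenite. A first-read NADPH fluorescence drop versus no-compound background flagged substrates.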
GRP78 ERSR act: induces the endoplasmic reticulum stress response in human glioma cells. U87-MG GRP78 promoter luciferase reporter, 16 h. Potency, µM, inactives show top-dose activation, actives largely listed as activators. actives 0.02% (n = 420,000); further: potency means the concentration at half of the fitted maximal effect; series mostly up to about 76 µM; % of control where 0% means no effect; nearly all actives have a fitted effect of over 35% in size
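Stably transfected U87-MG glioma cells carrying a GRP78-based luciferase sensor; 16 h compound incubation. Luminescence end-point read 10 min after Bright-Glo addition at room temperature.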
mIDH1 inhibitor: blocks human mutant IDH1 R132H enzyme; IDH1-R132H enzyme, NADPH consumption, diaphorase/resazurin fluorescence; actives 0.093% (n = 390,000); Potency, µM (series often up to 76.6 µM), without a hit: top-dose activity change, negative = inhibition, most hits filed as inhibitors; AID 602179; further: potency means the concentration at half of the fitted maximal effect; on the % scale 0 is the no-effect control and ±100 the full control effect; nearly all actives have a fitted effect of over 65% in size
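IDH1-R132H (0.5 ug/mL dispensed) in pH 7.5 Tris buffer was preincubated 30 min with compound, then given a substrate mix of 0.016 mM NADPH and 2 mM alpha-KG for 80 min at room temperature; remaining NADPH was read by diaphorase/resazurin fluorescence.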
rTrxR1 inhibitor: rat TrxR1 inhibition; O89049; recombinant rTrxR1, NADPH fluorescence consumption, selenite substrate; Potency, µM (doses to about 114 µM), for inactives: at the highest dose activity change, negative = inhibition, most hits filed as inhibitors; actives 1% (n = 390,000); AID 588453; further: potency means the concentration at half of the fitted maximal effect; on the % scale 0 is the no-effect control and ±100 the full control effect; nearly all actives have a fitted effect of over 65% in size
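Rat TrxR1 (90 nM in the dispensed reagent) was pre-reduced with 400 uM NADPH for 5 min at room temperature, then incubated with compound for 15 min. After 400 uM selenite was added, NADPH fluorescence (Ex 340/Em 450 nm) was followed for 8 min.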
Starred values were filed as active, the others as inactive; ? = inconclusive; / = no result given; & = joins results of further samples; [ ] = another dose, or the depositor's remark. Unless noted, the call rests on the fitted dose curve; in most records, active means well fitted curve in the direction sought with a large enough effect; inconclusive means small, poorly fitted or top-dose-only effect, or another doubt; inactive means no such curve, though single readings can be large; an effect the other way counts as inactive or inconclusive. The list is partial (hit frequency here may not be typical).

Labels used below: A = USP1-UAF1 inh; B = RGS4 inhibitor; C = Vif-A3F inh; D = Vif-A3G inh; E = LDHA block; F = TrxR1 substrate; G = GRP78 ERSR act; H = mIDH1 inhibitor; I = rTrxR1 inhibitor
1	COc1ccc(CNC(=O)c2cc3oc4ccccc4c3n2C)cc1OC
  A = 11%; B = 3%; C = -2%; D = -11%; E = 3; F = 5%; G = -3%; H = -6%; I = -17%

2	O=C(NCCc1nc2ccccc2[nH]1)/C(=C/c1ccco1)NC(=O)c1ccccc1Br
  A = -22%; B = -9%; C = 1%; D = 1%; E = -2; F = -8%; G = -3%; H = 5%; I = ?

3	O=C(Cc1cccs1)NCc1cccc(F)c1
  A = -19%; B = 19%; C = -4%; D = 1%; E = 0; F = -3%; G = 2%; H = 6%; I = 9%

4	O=C(C1Cc2ccccc2CN1S(=O)(=O)c1ccc(F)cc1)N1CCOCC1 (stereo not drawn)
  A = -1%; B = -9%; C = 3%; D = 2%; E = -1; F = -4%[57.1 µM]; G = -1%; H = 3%; I = 11%

5	N#Cc1ccc(S(=O)(=O)N2CCN(C(=O)c3cn(-c4ccccc4)nc3-c3cccnc3)CC2)cc1
  A = -7%; B = 0%; C = -16%; D = 1%; E = -7; F = -1%; G = -2%; H = -6%; I = 6%

6	CCCOc1ccc(/C=C/C(=O)N2CCOCC2)cc1
  A = -14%; B = 2%; C = -4%; D = 2%; E = -7; F = -8%; G = 4%; H = 1%; I = -13%

7	Cc1cc(Cl)ccc1NC(=S)NCCCO
  A = -8%; B = -13%; C = 3%; D = 1%; E = 1; F = -2%; G = -3%; H = 6%; I = ?

8	COc1ccccc1CNC(=O)c1ccc(NS(=O)(=O)c2c(C)noc2C)cc1
  A = -4%; B = 18%; C = 0%; D = 3%; E = -7; F = -9%; G = -5%; H = 0%; I = -7%

9	CC1(C)CC(NC(=O)c2ccc(Cl)cc2)CC(C)(C)N1
  A = -13%; B = 9%; C = ?; D = 0%; E = -8; F = 8%[57.1 µM]; G = -3%; H = -1%; I = 11%[57.1 µM]

10	CCOC(=O)C1CCN(C(=O)C(C)Sc2ccc(Cl)cc2)CC1 (stereo not drawn)
  A = -1%; B = -16%; C = -7%; D = 0%; E = 1; F = -2%; G = -8%; H = -4%; I = -3%[57.1 µM]

Excerpt, compounds 9–10
Labels used below: A = USP1-UAF1 inh; B = RGS4 inhibitor; C = Vif-A3F inh; D = Vif-A3G inh; E = LDHA block; F = TrxR1 substrate; G = GRP78 ERSR act; H = mIDH1 inhibitor; I = rTrxR1 inhibitor
9	CC1(C)CC(NC(=O)c2ccc(Cl)cc2)CC(C)(C)N1
  A = -13%; B = 9%; C = ?; D = 0%; E = -8; F = 8%[57.1 µM]; G = -3%; H = -1%; I = 11%[57.1 µM]

10	CCOC(=O)C1CCN(C(=O)C(C)Sc2ccc(Cl)cc2)CC1 (stereo not drawn)
  A = -1%; B = -16%; C = -7%; D = 0%; E = 1; F = -2%; G = -8%; H = -4%; I = -3%[57.1 µM]

Carrying on:
Labels used below: A = USP1-UAF1 inh; B = RGS4 inhibitor; C = Vif-A3F inh; D = Vif-A3G inh; E = LDHA block; F = TrxR1 substrate; G = GRP78 ERSR act; H = mIDH1 inhibitor; I = rTrxR1 inhibitor
11	O=C(O)c1cccc(CSc2nnc(-c3cccnc3)o2)c1
  A = 5%; B = 23%; C = 2%; D = 0%; E = -10; F = -1%; G = -8%; H = -4%; I = 13%

12	NC(=O)c1nc(-c2ccc(F)c(F)c2)nc2c1[nH]c(=O)n2-c1cccc(Cl)c1
  A = 13%; B = -1%; C = /; D = /; E = -14; F = -4%; G = /; H = /; I = 5%

13	CC1(C)CC(=O)C2=C(C1)N(CC1CCCO1)C(=O)NC2(C(F)(F)F)C(F)(F)F (stereo not drawn)
  A = 8%; B = -11%; C = -5%; D = -7%; E = -7; F = -6%; G = -5%; H = 2%; I = -15%

14	O=C(Nc1nncs1)c1cccc(S(=O)(=O)N2CCCCC2)c1
  A = -27%; B = 12%; C = 5%; D = 3%; E = 3; F = -10%; G = -2%; H = 4%; I = -12%

15	COc1cc(NS(=O)(=O)c2ccc(NS(=O)(=O)c3ccc(C)cc3)cc2)nc(OC)n1
  A = -9%; B = -7%; C = 11%; D = 0%; E = -9; F = 8%[57.1 µM]; G = -3%; H = 1%; I = 16%[57.1 µM]

16	Cc1cccc(NC(=O)CNC(=O)COC(=O)c2ccc(C(C)(C)C)cc2)c1C
  A = -18%; B = -2%; C = -3%; D = 0%; E = -2; F = -7%; G = 6%; H = 5%; I = -3%

17	CC(C)c1ccc(OCC(=O)N2CCN(C(=O)c3ccco3)CC2)cc1
  A = -12%; B = -4%; C = 6%; D = -2%; E = -2; F = -3%; G = 1%; H = 3%; I = 8%

18	CCOC(=O)C1CCN(C(=O)CSCCSCC(=O)N2CCC(C(=O)OCC)CC2)CC1
  A = 3%; B = 12%; C = -1%; D = -4%; E = -5; F = -13%; G = -3%; H = 1%; I = -3%

19	C/C(=N\NC(=O)c1cc(C(C)C)[nH]n1)c1ccncc1
  A = -15%; B = -18%; C = -1%; D = -2%; E = -5; F = -1%; G = 4%; H = 1%; I = 3%

20	Cc1ccc2nc(COC(=O)c3ccc(Cl)nc3)cc(=O)n2c1
  A = -21%; B = 12%; C = -1%; D = 6%; E = -6; F = 21%[57.1 µM]; G = -2%; H = 5%; I = 12%[57.1 µM]

21	O=c1[nH]c2ccccc2c(O)c1O
  A = -7%; B = -105%; C = -4%; D = -6%; E = 65; F = 49%[activator]; G = -2%; H = -22%; I = 13%

22	O=C(NCCO)C(F)(F)C(F)(F)C(F)(F)OC(F)(C(=O)NCCO)C(F)(F)F (stereo not drawn)
  A = 0%; B = 3%; C = -3%; D = -2%; E = -4; F = 10%; G = -4%; H = 1%; I = 17%

23	Cc1cc(C(=O)CN2C(=O)C(=O)N(C3CCCC3)C2=O)c(C)n1CCc1ccc(F)cc1
  A = -27%; B = -17%; C = -2%; D = 3%; E = 0; F = 4%; G = -2%; H = 0%; I = 6%

24	COc1ccc(OC)c(S(=O)(=O)Nc2cc(OC)c(Cl)cc2OC)c1
  A = -3%; B = -1%; C = -4%; D = -8%; E = -1; F = 0%; G = -3%; H = 3%; I = 20%

25	O=C(CC1C(=O)OCCN1Cc1ccccc1)Nc1cccc(Cl)c1 (stereo not drawn)
  A = -9%; B = -1%; C = 0%; D = 1%; E = 9&-6; F = 1%; G = 2%; H = 1%; I = -2%

26	C/C=C/c1ccc(OCC(O)CNCCc2ccc(OC)cc2)c(OC)c1 (stereo not drawn)
  A = -9%; B = 35%; C = 3%; D = 3%; E = -15; F = 2%; G = -5%; H = 16%; I = -3%

27	CCC(=O)N(CC(=O)Nc1sc(C)c(C)c1C(N)=O)Cc1ccc(F)cc1
  A = -12%; B = -26%; C = -7%; D = 0%; E = -4; F = -4%; G = -1%; H = 7%; I = 0%

28	O=C(C1CC(=O)N(c2ccccc2F)C1)N1CCOCC1 (stereo not drawn)
  A = -15%; B = -17%; C = -2%; D = 3%; E = -6; F = -1%; G = -3%; H = -2%; I = 5%

29	O=C(COC(=O)Cc1ccccc1F)NCc1ccccc1Cl
  A = -25%; B = /; C = 0%; D = 3%; E = -1; F = /; G = -5%; H = 4%; I = /

30	O=C(CCC(=O)N1CCOc2ccccc21)NCCCN1CCOCC1
  A = -17%; B = 14%; C = -11%; D = 5%; E = 0; F = 6%[57.1 µM]; G = -2%; H = -1%; I = 43%

31	O=C(Nc1nnc(S(=O)(=O)N2CCCCCC2)s1)c1ccccc1F
  A = -25%&-23%; B = -20%&8%; C = -4%&-5%; D = -9%&-8%; E = 1&1; F = -10%&-6%; G = 7%&-1%; H = 6%&21%; I = 5%&6%

32	CN(C)S(=O)(=O)N1CCN(C(=O)c2cccs2)CC1
  A = -26%; B = -18%; C = 0%; D = -7%; E = 0; F = -1%; G = -3%; H = 2%; I = 7%

33	CN(c1ccccc1C(=O)Nc1cccc(Br)c1)S(=O)(=O)c1ccccc1
  A = -1%; B = -7%; C = 0%; D = 4%; E = 0; F = -10%; G = -5%; H = -7%; I = 10%

34	Cc1cc2c(cc(C(=O)OCC(=O)NCc3cccs3)n2C(C)C)o1
  A = -16%; B = -27%; C = -1%; D = ?; E = 4; F = -4%; G = -3%; H = -1%; I = -5%

35	CCN(CC)c1ccc(CN(C(=O)c2cccs2)C2CCS(=O)(=O)C2)cc1 (stereo not drawn)
  A = -13%; B = 17%[11.4 µM]; C = 0%; D = 1%; E = 1; F = -4%; G = -4%; H = 4%; I = 3%

36	CN(CC(=O)N1CCC(C(N)=O)CC1)S(=O)(=O)c1ccc2ccccc2c1
  A = 3%; B = 19%; C = 0%; D = -1%; E = -5; F = -5%; G = 2%; H = -13%; I = 8%

Retrieved one by one from the entries so far, two records:
Labels used below: A = USP1-UAF1 inh; B = RGS4 inhibitor; C = Vif-A3F inh; D = Vif-A3G inh; E = LDHA block; F = TrxR1 substrate; G = GRP78 ERSR act; H = mIDH1 inhibitor; I = rTrxR1 inhibitor
32	CN(C)S(=O)(=O)N1CCN(C(=O)c2cccs2)CC1
  A = -26%; B = -18%; C = 0%; D = -7%; E = 0; F = -1%; G = -3%; H = 2%; I = 7%

6	CCCOc1ccc(/C=C/C(=O)N2CCOCC2)cc1
  A = -14%; B = 2%; C = -4%; D = 2%; E = -7; F = -8%; G = 4%; H = 1%; I = -13%

Screens from PubChem BioAssay.
